Screening data deposited in PubChem by several laboratories.
EP2 modulator: modulators of human EP2 prostaglandin E2 receptor | P43116 | EP2-expressing cells, cAMP HTRF FRET, PGE2 co-stimulation | induction, % at 25 µM | actives 0.83% (n = 260,000);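 active = compounds whose cAMP rise, as percent of the full-agonist control response, exceeds 60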;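 also: rat C6 glioma line stably carrying human EP2 under a CMV promoter; the protocol text gives 20 µM as final concentration; 100% = response of wells given 1 µM PGE2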
PPC-1+TRAIL kill: compounds killing PPC-1 cancer cells with TRAIL present (potentiator screen, no TRAIL-free arm) | PPC-1 cells + TRAIL, ATPLite viability luminescence | cell killing (% activity), % at 4 µM | actives 0.41% (n = 220,000) | AID 1443;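 active = cell killing above 50% in the first pass at 4 µM, then a duplicate retest at 5 µM averaging 50% or more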;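 also: plate controls were cells with TRAIL plus DMSO for no effect and medium-only wells lacking cells for full effect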
TRPML3 ag: activates the human TRPML3 channel | activation, % at 3 µM | Q8TDD5 | HEK293 TRPML3-YFP, Fluo-8 calcium fluorescence; 100% = the carbachol control signal | actives 0.29% (n = 220,000);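 active = activation above its plate's cutoff, the mean activation of the plate's test wells plus 3 SD, cut at about 12% in these data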;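 also: 0% = DMSO only wells and 100% = carbachol wells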
Target sequence (Q8TDD5 whole entry, looked up): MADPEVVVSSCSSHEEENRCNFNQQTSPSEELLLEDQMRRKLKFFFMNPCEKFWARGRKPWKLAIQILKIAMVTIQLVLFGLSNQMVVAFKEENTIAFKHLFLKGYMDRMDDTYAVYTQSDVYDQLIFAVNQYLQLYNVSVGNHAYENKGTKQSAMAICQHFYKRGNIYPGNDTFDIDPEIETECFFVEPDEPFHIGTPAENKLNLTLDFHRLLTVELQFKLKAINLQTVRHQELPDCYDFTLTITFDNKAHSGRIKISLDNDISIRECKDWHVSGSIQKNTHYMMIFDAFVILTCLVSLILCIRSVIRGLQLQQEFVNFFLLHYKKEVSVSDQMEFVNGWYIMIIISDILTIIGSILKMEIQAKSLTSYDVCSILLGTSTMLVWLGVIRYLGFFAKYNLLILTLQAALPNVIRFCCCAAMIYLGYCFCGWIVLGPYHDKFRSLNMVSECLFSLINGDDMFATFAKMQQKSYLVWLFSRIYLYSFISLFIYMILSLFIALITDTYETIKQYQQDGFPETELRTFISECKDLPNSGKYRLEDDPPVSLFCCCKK
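Material: TRPML3-YFP stable HEK293 cells | Dosing: One concentration, 3 µM nominal, 0.3% DMSO | Timing: 125 s total fluorescence read per well | Technique: Fluo-8 calcium dye fluorescence, ex 470-495, em 515-575 nm | Measure: Percent activation from peak-to-basal fluorescence ratio, scaled between DMSO and carbachol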
NPY Y1 blocker: blocks the human neuropeptide Y Y1 receptor | AID 1040 | HEK293-CNG Y1 cells, membrane potential fluorescence; NPY at EC95, then isoproterenol | actives 1% (n = 200,000) | inhibition, % at 3.6 µM | P25929;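 active = inhibition above the campaign mean inhibition of all tested compounds plus 3 SD, cut at about 20% in these data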;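 also: 0% = DMSO wells given NPY plus isoproterenol and 100% = isoproterenol alone without NPY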
Target sequence (P25929 whole entry, looked up): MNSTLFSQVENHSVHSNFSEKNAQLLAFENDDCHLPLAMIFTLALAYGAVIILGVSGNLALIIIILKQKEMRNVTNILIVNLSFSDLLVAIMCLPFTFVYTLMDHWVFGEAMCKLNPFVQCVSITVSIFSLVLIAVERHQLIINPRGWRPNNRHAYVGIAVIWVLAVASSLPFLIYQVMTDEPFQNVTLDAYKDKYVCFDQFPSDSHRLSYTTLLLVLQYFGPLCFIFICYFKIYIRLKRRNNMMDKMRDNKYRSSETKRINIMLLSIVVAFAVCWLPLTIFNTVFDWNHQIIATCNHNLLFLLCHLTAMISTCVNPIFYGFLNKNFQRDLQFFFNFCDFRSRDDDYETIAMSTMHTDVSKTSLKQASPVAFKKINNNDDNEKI
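Benchmarks – high control isoproterenol alone, low control NPY with isoproterenol · Material – HEK293 Y1/CNG channel cell line · Times – dye 3 h, compound 60 min room temperature, stimulation 45 min · Probe or stimulus – NPY (25 nM), isoproterenol (1 µM), Ro 20-1724 (25 µM) · Evaluation – % inhibition of NPY effect · Signal – fluorescence, membrane potential probe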
NPY-Y1 PAM-ag: potentiates or activates human NPY-Y1 receptor; NPY-Y1 expressing cells, potentiator/agonist activation; activation, % at 3.6 µM; actives 0.37% (n = 220,000); in the data active = activation above about 33%, passing the limit was not always enough;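 also: cells stimulated with NPY at EC10 then isoproterenol at EC100; 0% = low agonist plus stimulus and 100% = saturating agonist plus stimulus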
EP2 antag: EP2 receptor (human) inhibition. inhibition, % at 25 µM. P43116. actives 0.52% (n = 260,000). C6 glioma cells expressing human EP2, cAMP TR-FRET; cells stimulated with saturating PGE2;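 active = percent inhibition above 40 after rounding to a whole number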;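 also: rat C6 glioma host cells with rolipram phosphodiesterase inhibitor present; the protocol text gives 20 µM as final concentration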
14-3-3 Bad PPI: disrupts binding of bovine 14-3-3 zeta to phospho-Bad peptide; TR-FRET 14-3-3zeta/Dy647-pBad peptide displacement, 1 h; P63103; actives 0.71% (n = 220,000); inhibition, % at 21.7 µM; AID 781;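 active = inhibition above about 70%, limit read from the data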;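 also: 0% = full 14-3-3 plus peptide FRET controls and 100% = background without 14-3-3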
TRPN1 ag: activates the zebrafish TRPN1 channel | HEK293 zebrafish TRPN1-YFP, Fluo-8 calcium fluorescence; 100% = response to 87 µM carbachol | activation, % at 3 µM | actives 0.18% (n = 220,000);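 active = activation above its plate's cutoff, the mean activation of test wells on that plate plus 3 SD, cut at about 19% in these data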;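 also: 0% = DMSO alone and 100% = 87 µM carbachol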
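Material: zebrafish TRPN1-YFP in HEK293 cells. Doses: one dose of 3 µM, 0.3% DMSO. Incubation: dye 1 h 37 °C plus 30 min RT. Measured by: intracellular calcium fluorescence with Fluo-8.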
CHOP inh: blocks CHOP induction under ER stress; CHO-K1 CHOP-promoter luciferase, tunicamycin-induced, 15-18 h; inhibition, % at 10 µM; actives 3.8% (n = 220,000);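 active = compounds that reduced the stress-induced luciferase reporter signal by more than about 70% of percent inhibition, limit read from the data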;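 also: 0% = tunicamycin plus vehicle and 100% = wells without tunicamycin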
The depositor's hits bear a star; nt = no result given; & = joins results of further samples; [ ] = another dose, or the depositor's remark. An excerpt; the hit share may differ from the screen's.

SMILES	EP2 modulator	PPC-1+TRAIL kill	TRPML3 ag	NPY Y1 blocker	NPY-Y1 PAM-ag	EP2 antag	14-3-3 Bad PPI	TRPN1 ag	CHOP inh
CCn1c(=O)c([N+](=O)[O-])c(NCCCn2ccnc2)c2ccccc21	-1	5	0.8	nt	4	9	-6	0.3	-2
c1ccc(-c2cc3c(-n4cccc4)ncnc3o2)cc1	8	16	-0.6	21*	-9	nt	16	-0.8	47
O=C(Nc1cccc(C(=O)O)c1)Nc1ccccc1Cl	32	13	0.9	1	-14	3	4	1.4	69
CCOc1ccc(S(=O)(=O)Nc2cc(C)ccn2)c2ccccc12	-24	-1	0.1	2	-13	9	-5	0.3	39
O=C(/C=C/N1CCOCC1)c1coc2ccccc12	-15	17	0.4	4	1	nt	3	1.1	-49
CCc1c(C)sc(NC(=O)c2cc(C)on2)c1C#N	19	19	2.1	-6	-8	4	5	0.6	-18
O=C(Nc1ccc([N+](=O)[O-])cc1)C(Cc1ccccc1)N1C(=O)c2cccc3cccc(c23)C1=O (configuration not stated)	-13	3	1.1	3	-10	6	1	0.3	-33
C=CCOc1ccc(-c2n[nH]c(=S)o2)cc1	-18&-6	8	1.2	8	-16	21&3	-5	0.3	-23
CC(C)COC(=O)Cc1c(O)c2ccccc2[nH]c1=O	8	19	0.3	5	0	8	-7	0.8	20
Cc1ccccc1OCCOc1cccc(/C=N/NC(=O)Cc2nnc(N)s2)c1	-17	6	-0.3	-2	2	12	-9	0.3	20
Cc1ccc(Cn2cc(S(=O)(=O)c3ccc(C(C)C)cc3)c(=O)c3cc4c(cc32)OCO4)cc1	28	10	-0.4	6	-8	4	-19	-0.6	13
CN1CCN(C(=O)/C(=C\c2ccccc2)c2ccccc2)CC1	22	19	0.6	4	8	14	-5	0.5	-2
NNc1nc(NCc2ccccc2)nc(N2CCOCC2)n1	-44&12	7	-0.4	-6	-18	13&11	2	0.5	10
Clc1cc(Br)ccc1OCCCn1ccnc1	-45	17	0.2	12	7	6	-15[fluorescence artefact?]	-1.1	3
NC(=O)CCN1CCN(Cc2nc(C(c3ccccc3)c3ccccc3)no2)CC1	7	4	1.4	1	0	0	-4	1.1	5
CCCNNC(=O)C(O)(c1ccccc1)c1ccccc1	3	29	0.3	3	-29	13	5[fluorescence artefact?]	0.5	-2
Cc1ccc(-c2nc3ccccc3s2)cc1NC(=S)NC(=O)c1ccccc1	-14	18	1.0	5	-4	17	1	0.9	-12
CCOc1ccc(-n2c(-c3ccccc3)c[n+]3c2CCC3)cc1	-25	28	1.1	-2	-6	2	-4	0.2	6
Cc1cc(C)cc(NC(=O)COC(=O)CN=C2NS(=O)(=O)c3ccccc32)c1	-8	-11	0.8	0	3	3	-6	0.7	-26
CCc1nnc(NC(=O)CSc2nnc(Cc3ccc(OC)cc3)o2)s1	28	8	-0.4	0	-3	nt	2[fluorescence artefact?]	0.0	12

Molecules listed so far that have an NH in an aromatic ring:
SMILES	EP2 modulator	PPC-1+TRAIL kill	TRPML3 ag	NPY Y1 blocker	NPY-Y1 PAM-ag	EP2 antag	14-3-3 Bad PPI	TRPN1 ag	CHOP inh
C=CCOc1ccc(-c2n[nH]c(=S)o2)cc1	-18&-6	8	1.2	8	-16	21&3	-5	0.3	-23
CC(C)COC(=O)Cc1c(O)c2ccccc2[nH]c1=O	8	19	0.3	5	0	8	-7	0.8	20

Next section:
SMILES	EP2 modulator	PPC-1+TRAIL kill	TRPML3 ag	NPY Y1 blocker	NPY-Y1 PAM-ag	EP2 antag	14-3-3 Bad PPI	TRPN1 ag	CHOP inh
CCNC(=S)N(Cc1ccco1)Cc1cc2cc3c(cc2[nH]c1=O)OCCO3	-24&-17	22	0.6	0	-7	13&9	-4	0.8	-6
O=C(Nc1nccs1)c1ccc2c(=O)n3c(nc2c1)CCCCC3	2	27	0.8	3	-22	8	-6	1.6	-34
C[C@]12CC[C@@H]3c4ccc(O)cc4C(=O)C[C@H]3[C@@H]1CC[C@@H]2O	-16	7	0.2	6	-2	nt	-1	1.0	18
CC1(C)CC(NC(=O)N2c3ccccc3Sc3ccccc32)CC(C)(C)N1	-23	11	0.6	nt	5	6	-7	-0.2	-5
Cn1c(SCC(=O)N2CCOCC2)nnc1-c1cccc(NC(=O)c2ccccc2)c1	17	7	-0.6	2	-14	12	12[fluorescence artefact?]	-0.3	2
O=C(Nc1ccc(F)cc1)C(NC1CCCCC1)c1ccccc1 (configuration not stated)	21	6	0.0	4	7	15	-29	-0.7	1
CCn1c(SCC(=O)N/N=C/c2ccc(C)s2)nc2ccccc21	-3	10	-0.1	2	-6	5	-3	-0.6	10
Cc1ccc(C(=O)N/C(=C/c2ccco2)C(=O)OCN2C(=O)c3ccccc3C2=O)cc1	11	8	-0.5	2	-12	3	-3[fluorescence artefact?]	-2.5	27
CC(C)(C)C(=O)Nc1cccc(-c2nc3ccccc3c(=O)o2)c1	-27	52*[5 µM]	0.2	1	7	0	40	-1.7	-22
O=C(NCCc1ccccc1)C1CCC(CNS(=O)(=O)c2cccs2)CC1 (configuration not stated)	-75	-5	1.1	-1	13	12	-13	0.6	8
Cc1nc2ccccn2c1/C(O)=C1\C(=O)C(=O)N(CCN2CCOCC2)C1c1cccnc1 (configuration not stated)	20	-2	-0.4	-9	2	18	-14	0.9	18
Cc1ccc2nc(SCC(=O)Nc3ccc4c(c3)CCC4)[nH]c2c1	37	34	0.2	7	-6	5	16	0.0	-10
COCc1nnc(NC(=O)CSc2ccccc2)s1	13	18	-1.4	2	-24	3	1	-1.3	36
CCOC(=O)C1CCCN(c2c(NCCCN(C)c3ccccc3)c(=O)c2=O)C1 (configuration not stated)	25	21	-0.3	0	-9	7	-13	0.1	19
CN(C)Cc1n[nH]c(=O)c2ccccc12	8	19	-0.8	-1	-9	10	-3	-0.3	0
Cc1ccc(OCCCCN(C)Cc2ccccc2)c(Br)c1	-30	19	0.3	11	-41	7	17	1.2	-1
O=C(NCCCc1ccccc1)Nc1ccccc1	-53	7	0.0	-1	-3	10	-6[fluorescence artefact?]	-0.2	35
Cc1cc(=O)[nH]c(SCC(=O)NNC(=O)Cc2ccccc2)n1	3	3	0.9	2	0	4	-5	0.7	4
CCOC(=O)c1cnc(-c2ccccc2)nc1N1CC(C)OC(C)C1 (configuration not stated)	24	7	0.2	1	12	6	5	-1.7	-6
C=CCNC(=O)c1cc(Cl)ccc1Cl	21	28	0.6	6	1	13	-5[fluorescence artefact?]	0.2	6
Cc1csc(NC(=O)c2cccc(S(=O)(=O)N3CCCCC3)c2)n1	-11	18	2.1	3	1	8	3	1.6	6
CCc1ccc(NC(=O)CSc2nnc(SCC(=O)Nc3ccc(CC)cc3)n2N)cc1	-13	-11	-0.5	3	35	17	1[fluorescence artefact?]	-1.2	59
COc1ccc(C/C(C)=N/Nc2nc(C)cc(=O)[nH]2)cc1	-17	14	0.1	4	-8	10	-19	-1.1	0
CC(C)n1c(SCC(=O)N2c3ccccc3Sc3ccccc32)nc2c1c(=O)n(C)c(=O)n2C	46	0	0.5	-2	16	8	7	1.4	42
N#CC(c1ccccc1)c1ccc(C(=O)c2ccc(F)cc2)cc1 (configuration not stated)	62*	25	2.0	8	-51	-1	-1	1.3	68
Cc1cc2ccccc2n1CCNC(=O)c1ccc(S(=O)(=O)N2CCOCC2)cc1	-29	5	0.7	0	-2	10	15	0.1	-16
CCOC(=O)C1(C)C=C(Nc2ccc(OCC)cc2)C(=O)N1c1ccccc1 (configuration not stated)	19	22	4.7	7	15	9	-5	0.2	21
CC(C)[C@H](NC(=O)c1ccco1)C(=O)OCC(=O)Nc1ccc(F)cc1	5	13	0.6	-3	-6	1	12	0.3	8
Cn1ncc2c(N3CCN(c4ccc(Cl)c(Cl)c4)CC3)ncnc21	-31	18	1.4	-1	1	7	31	0.9	84*
N#Cc1cccc(NC(=O)CN2NS(=O)(=O)c3ccccc3C2=O)c1	-4	10	-0.4	-4	11	11	-8	0.5	2
Cc1ccc(SCCC(=O)N2CCC(C(N)=O)CC2)cc1	7	3	0.4	4	17	7	-11[fluorescence artefact?]	1.3	39
Cc1ccc(-n2c(C)cc(C(=O)CSc3n[nH]c(N)n3)c2C)cc1	15	20	0.3	-4	27	7	-4	-1.3	5
Cc1n[nH]c(C)c1Sc1ccccc1[N+](=O)[O-]	25	6	-0.6	5	3	2	-7	-0.8	-2
Cc1ccc(N2C(=O)CSC2c2cccs2)cc1 (configuration not stated)	21	-14	-0.8	-3	7	12	-16[fluorescence artefact?]	-1.6	-12
N#Cc1cc([N+](=O)[O-])ccc1NC(=O)COC(=O)C12CC3CC(CC(C3)C1)C2	-27	2	1.7	5	6	1	14	0.6	37
COc1ccccc1Oc1ccc(NC(=O)c2ccccc2)cc1	-20	20	0.8	-4	-7	6	-4	0.9	21
COC(=O)c1cccc(S(=O)(=O)N2CCCC2)c1	-12	8	0.5	0	-10	5	-9	4.2	11
COCCN(Cc1nc(-c2ccc(C(F)(F)F)cc2)no1)C(C)C	11	1	0.6	7	-7	7	-2	0.8	1
COC(=O)c1[nH]nc2c1C(=O)N(Cc1ccccc1)C2=O	9	-6	0.8	-1	1	9	38	1.4	7
CCOCCSC1=C(C#N)C(c2cccs2)C(C(C)=O)=C(C)N1 (configuration not stated)	32	0	-0.9	5	-6	13	-3	-0.6	-7
CCOC(=O)c1ccc(-c2ccc(/C=C(\C#N)C(=O)NCc3cccs3)o2)cc1	14	9	0.3	1	5	4	-11	-0.9	105*
CC(=O)c1cccc(N(C(=O)CNC(=O)c2ccco2)C(C(=O)NC2CCCC2)c2ccc(C)o2)c1 (configuration not stated)	32	8	0.9	1	11	6	-5	-0.3	26
CN(CC(=O)Nc1cccc(C#N)c1)Cc1ccc(Cl)cc1	-66	5	-1.2	3	-7	5	-12	-1.8	10
CCCCn1c(NC(=O)c2ccccc2Cl)c(C#N)c2nc3ccccc3nc21	7	14	1.5	-7	-13	16	54[fluorescence artefact?]	2.9	42
O=C(N/N=C/c1cn(-c2ccccc2)nc1-c1cccs1)c1ccc(Cl)cc1	-47	32	-0.4	-2	1	13	7	-2.2	31
COc1ccccc1CC(=O)Nc1ccc([N+](=O)[O-])cc1OC	-3	-5	0.5	3	-22	2	7[fluorescence artefact?]	1.4	16
CC(C)=CC/C=C1\CCC(C(=O)O)C(C(=O)O)C1 (configuration not stated)	-2	-9	-0.1	5	0	2	1	0.7	3
CC(C)c1ccc(/C=C2\C(=O)N(CCN3CCOCC3)C(=S)N2C)cc1	-16	12	1.1	0	9	8	-11	2.2	60

Quoted at random: two compounds from above
SMILES	EP2 modulator	PPC-1+TRAIL kill	TRPML3 ag	NPY Y1 blocker	NPY-Y1 PAM-ag	EP2 antag	14-3-3 Bad PPI	TRPN1 ag	CHOP inh
COc1ccccc1Oc1ccc(NC(=O)c2ccccc2)cc1	-20	20	0.8	-4	-7	6	-4	0.9	21
Cc1n[nH]c(C)c1Sc1ccccc1[N+](=O)[O-]	25	6	-0.6	5	3	2	-7	-0.8	-2
